High-throughput results (PubChem BioAssay)
HIF-2a block – HIF-2a reporter inhibitors, primary screen, luminescence, 786-0 RCC cells; 0.72% of 360,000 active; inhibition, % at 18.8 µM; AID 624352, 2012; 786-0 RCC cells HIF-2a reporter, luciferase luminescence, overnight;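 active = inhibition of the luminescence signal of 40% or more relative to plate controls, in a single-dose primary screen at 18.75 µM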
NR2E3 ag-1 – NR2E3 agonists in two-hybrid cells, primary screen, cell-based, luminescence, CHO-S, Gal4-NCOR/VP16-NR2E3; AID 602229, 2012; luciferase; inhibition of corepressor binding, % at 3.98 µM; 0.35% of 360,000 active; Photoreceptor-specific nuclear receptor (Homo sapiens), Q9Y5X4;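 active = inhibition above the mean of all tested compounds plus 3 SD, cut at about 70% in these data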;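 note: 0% = DMSO with NR2E3 transfected cells and 100% = cells lacking NR2E3 construct; higher means lower luciferase signal from less NR2E3 corepressor binding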
Target sequence (Q9Y5X4 whole entry, looked up, the tested form may be a part): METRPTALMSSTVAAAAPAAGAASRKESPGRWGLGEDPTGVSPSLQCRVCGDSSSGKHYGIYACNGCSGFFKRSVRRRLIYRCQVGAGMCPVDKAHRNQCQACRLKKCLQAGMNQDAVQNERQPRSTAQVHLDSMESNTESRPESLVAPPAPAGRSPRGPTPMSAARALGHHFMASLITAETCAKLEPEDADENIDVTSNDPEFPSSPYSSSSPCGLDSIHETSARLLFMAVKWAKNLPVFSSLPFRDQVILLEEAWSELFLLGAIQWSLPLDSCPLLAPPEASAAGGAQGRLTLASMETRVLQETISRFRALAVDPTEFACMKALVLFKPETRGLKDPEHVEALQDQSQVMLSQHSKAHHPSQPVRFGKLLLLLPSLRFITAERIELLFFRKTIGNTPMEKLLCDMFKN
aDG glyco act – activators of alpha-DG glycosylation, primary screen, uHTS, Pro5-aDG cells, AlphaScreen | alpha-DG glycosylation AlphaScreen (IIH6); 0% Pro5, 100% B10-LARGE cell signal | activation, % at 10 µM | 0.22% of 360,000 active;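 active = activation of at least 8% versus controls, or a plate z-score of at least 8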;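 note: Pro5 are CHO cells carrying HIG-tagged alpha-DG that lacks glycosylation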
TWEAK Fn14 block – inhibitors of TWEAK-Fn14 signaling, primary screen, luciferase reporter cells, uHTS. 2% of 360,000 active. AID 1159606, 2016. TWEAK-stimulated Fn14 reporter cells, luciferase luminescence, 8 h. inhibition, % at 10 µM; in the data active = inhibition above about 50%
Shn3 3UTR inh – reduction of Shn3 3'UTR firefly luciferase signal, primary screen, Schnurri-3 inhibitor project, cell-based, Clone20 osteoblasts, set 2; Clone20 osteoblast Shn3 3'UTR firefly luciferase, 24 h; 0.52% of 360,000 active; inhibition, % at 12.5 µM; AID 588674, 2011;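 active = mean inhibition of at least 75% with every replicate also reaching 75%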;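 note: 0% = median of neutral control wells and 100% = pilot-screen positive control compound; some compounds past the cut are filed as inactive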
NR2E3 ag-2 – inhibitors of NR2E3-RetCOR corepressor binding, primary screen, NR2E3 agonist project, biochemical, TR-FRET, GST-NR2E3, biotin-RetCOR; 1536-well; inhibition of corepressor binding, % at 4.78 µM; AID 2300, 2010; 0.12% of 320,000 active;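 active = percent inhibition above the cutoff of mean plus 3 SD of all tested compounds, set per screening campaign, cut at about 20% in these data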;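 note: 0% = DMSO wells and 100% = biotin wells as full block of FRET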
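Material – GST-tagged NR2E3 plus biotinylated RetCOR corepressor · Quantity – NR2E3 fusion 1.35 nM · Times – 5 h incubation at 4 °C · Medium – pH 7.5 Tris-based buffer · Technique – TR-FRET, Eu(K)-anti-GST donor, streptavidin-D2 acceptor, ex 340, em 617/671 nm · Benchmarks – high control biotin, low control 0.6% DMSO · Format – 1536-well plates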
CF NFkB inh – inhibitors of PAF-induced NF-kB signaling, primary screen, cell-based, GFP fluorescence, uHTS; KKLEB NF-kB-GFP reporter, GFP fluorescence overnight; inhibition, % at 5 µM; 0.86% of 360,000 active;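 active = at least 50% inhibition at 5 µM, scaled per plate between neutral and stimulator controls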;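 note: PAF is a Pseudomonas aeruginosa culture filtrate used as stimulus; plate controls were PAF-stimulated DMSO wells for no effect and unstimulated DMSO wells for full effect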
Peg3 prom inh – Peg3 promoter-driven luciferase inhibitors, primary screen, cell-based, HeLa, luciferase luminescence; HeLa PEG-Prom luciferase reporter, overnight; inhibition, % at 20 µM; 1.7% of 360,000 active; AID 588405, 2011;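 active = inhibition of at least 50% at 20 µM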
TRPM1 prom inh – inhibitors of MITF-dependent TRPM1 promoter reporter, primary screen, cell-based, SK-MEL-5, single point, luciferase; SK-MEL-5 TRPM1 promoter luciferase, 24 h; inhibition, % at 12.5 µM; 0.83% of 330,000 active; AID 488899, 2010;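 active = mean inhibition across replicates of 60% or more, whatever share of single replicates reaches that level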; note: values of inactives mirror those of a sister screen read the other way
KKLEB cytotox – cytotoxicity in KKLEB CF airway cells, primary screen, cytotoxicity control for CF NF-kB inhibitor project, cell-based, uHTS, fluorescence assay plates | KKLEB CF airway cells viability, ATPlite luminescence, overnight; hits give low values; cells stimulated with P. aeruginosa culture filtrate | activity change (cytotoxicity), % at 5 µM | 0.36% of 360,000 active;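 active = corrected activity change at or below -50% at 5 µM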
iPSC survival up – enhancers of single-cell hiPSC survival, primary screen, ATPlite luminescence; 100% = ROCK inhibitor wells, 0% = DMSO; survival enhancement, % at 20 µM; 0.044% of 360,000 active; AID 602274, 2012; in the data active = survival enhancement above about 18%;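 note: cells exposed to compounds for 16 hours before the ATP read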
* marks the source's active call; other numbers are inactive results; . = not tested or not shown.

Structure	HIF-2a block	NR2E3 ag-1	aDG glyco act	TWEAK Fn14 block	Shn3 3UTR inh	NR2E3 ag-2	CF NFkB inh	Peg3 prom inh	TRPM1 prom inh	KKLEB cytotox	iPSC survival up
COc1ccc(OC)c(CN(CCCN2CCOCC2)S(=O)(=O)c2ccc(NC(C)=O)cc2)c1	20	-26	0.3	1	2	0	11	8	11	3	3.5
Cc1cccc2c1cnn2C(=O)CCC(=O)N1CC(C)CC(C)C1 (centres undefined)	-1	-14	-0.2	-3	20	-1	6	-11	.	-1	1.0
COc1ccc(OCC(=O)Nc2cccc(NC(=O)c3ccco3)c2)cc1	-25	-3	-0.1	-6	-9	0	4	-32	2	-11	-2.5
O=C1CCc2cc(S(=O)(=O)N3CCCCC3)cc3c2N1CCC3	6	14	0.0	13	-1	0	-4	-7	-10	-15	-0.5
COc1cc(/C=C2/C(=O)c3cccc([N+](=O)[O-])c3C2=O)c(Br)cc1O	96*	11	-0.1	57*	10	0	41	110*	49	-26	-1.3
COc1ccc(CNC(=O)CCNC(=O)N2CC(=O)Nc3ccccc32)cc1	9	-8	0.0	-5	4	.	-2	11	.	16	-1.8
CC1(C)OC(=O)C(=CNc2cccc(O)c2)C(=O)O1	-18	-25	-0.2	-18	-2	0	-5	2	4	1	-2.7
O=C(NCc1ccc(F)cc1)C1CCCN1C(=O)Nc1ccc(F)cc1 (centres undefined)	8	-3	-0.1	24	-47	-2	14	3	4	-4	-0.5
CN1CCN(c2ccc(-c3cc(NC=O)c4ncc(-c5ccc(F)c(Cl)c5)n4c3)cc2)CC1	-143	-97	-0.2	-24	-50	.	-9	96*	.	-12	-4.2
CCCn1c(CCc2ccccc2)nnc1SCC(=O)N1CCOCC1	8	-18	-0.1	1	-2	4	4	4	0	-2	-1.7
O=C(c1ccccc1F)N1CCN(c2ccccn2)CC1	3	9	-0.1	8	4	.	0	7	-5	-4	-0.6
Cc1ccc(S(=O)(=O)c2c(C)cc(C)nc2Cl)c(C)c1	5	-4	-0.1	21	3	1	-20	-2	4	-2	-0.6
CN(Cc1ccc(F)cc1)C(=O)c1sccc1-c1ccccc1	-22	-12	0.5	1	17	.	2	23	-3	-10	-0.5
CCOc1ccc2oc(C(=O)N3CCN(Cc4ccccc4)CC3)c(C)c2c1	-29	-11	0.1	-11	-7	1	5	-6	-2	2	0.2
CC(=O)OCC(OC(C)=O)C(OC(C)=O)C(OC(C)=O)C(=O)Nc1ccccc1 (centres undefined)	19	31	0.6	4	9	4	-12	11	4	-1	0.2
CNc1ncnc(Sc2ccc(Cl)cc2)c1[N+](=O)[O-]	-11	2	0.6	86*	-10	-1	23	-8	.	-13	-0.7
NC(=O)[C@@H]1CCCN1C(=O)[C@@H](Cc1cnc[nH]1)NC(=O)[C@@H]1CCC(=O)N1	10	-4	-0.2	18	-18	0	-2	7	13	-5	3.7
CC1(C)CC(=O)/C(=C(\O)c2ccccc2)C(=NCCO)C1	23	-8	0.0	5	7	2	2	18	1	3	1.3
COC1=CC(=NCl)C=CC1=NCl	-6	-9	-0.1	3	80	.	31	12	.	5	-1.2
Cc1cccc(N(Cc2ccccc2)C(=O)c2ccc(S(C)(=O)=O)cc2)c1	-2	-11	0.1	-2	-20	2	-1	8	-4	-10	1.1
CCCn1nc(C(=O)NNC(=O)c2cc(S(=O)(=O)NC)ccc2Br)c2ccccc2c1=O	8	25	0.0	-38	-10	-7	17	2	-3	14	1.4
Cn1c(-c2cccc([N+](=O)[O-])c2)cnc1NCc1ccc(C#N)cc1	12	-32	1.5	-16	2	6	-19	7	-4	-4	-0.2
CC(C)N(C(=O)Cn1cc(SCC(N)=O)c2ccccc21)C(C)C	12	17	0.1	-3	-9	-1	-5	9	0	-4	-0.9
CCOC(=O)c1[nH]c2ccccc2c1NC(=O)C(C)(C)C	6	12	0.1	29	13	1	4	9	10	0	0.7
Cc1cc2oc(=O)cc(CN3CCN(Cc4ccccc4)CC3)c2cc1O	15	-4	0.0	1	12	2	-14	9	12	3	-0.6

(cont.)
Structure	HIF-2a block	NR2E3 ag-1	aDG glyco act	TWEAK Fn14 block	Shn3 3UTR inh	NR2E3 ag-2	CF NFkB inh	Peg3 prom inh	TRPM1 prom inh	KKLEB cytotox	iPSC survival up
O=C(CSc1ccc(S(=O)(=O)N2CCOCC2)cn1)Nc1ccc(OC(F)F)cc1	7	10	0.1	11	-11	0	-3	4	1	-18	0.6
COc1ccc(S(=O)(=O)N2CCNC(=O)C2)cc1Br	12	-4	-0.1	-9	-50	3	7	5	10	-5	0.3
COc1cccc(N2CC(C(=O)Nc3nnc(SCC(=O)N4CCOCC4)s3)CC2=O)c1 (centres undefined)	11	8	0.8	4	10	1	-38	24	8	5	-0.5
CCCCCC(=O)N1C[C@@H](n2cc(C3CC3)nn2)[C@H](O)C[C@@H]1c1ccc(Cl)cc1	2	14	0.2	-15	6	.	0	26	.	-6	1.7
Nc1ncnc2c(C3OC(CO)C(O)C3O)c[nH]c12 (centres undefined)	50*	103*	-0.2	101*	93*	.	83*	96*	.	-53*	-3.7
C=COCCNC(=S)N1CCOCCOCCN(C(=S)NCCOC=C)CCOCCOCC1	6	-14	0.0	-14	-5	-1	14	-8	-3	7	-0.3
Cc1ccc(NC(=O)CN2C(=O)NC(C)(C3CC3)C2=O)c(C)c1 (centres undefined)	7	-3	-0.3	1	1	0	20	-8	3	-6	0.0
O=C(Cc1nc2ccccc2[nH]1)c1cccc([N+](=O)[O-])c1	-139	-71	-0.2	-10	39	-3	37	-49	-4	-32	-0.3
Cc1cc(C)n2c(SCC#N)nnc2n1	12	6	0.0	13	-10	-2	-39	-8	-5	19	-2.2
Nc1ccccc1C(=O)NC1CCCNC1=O (centres undefined)	15	8	0.0	5	-8	3	0	7	.	-5	-0.3
Cc1ccc(NC(=O)c2nccnc2C(=O)O)cc1C	4	-10	0.1	3	4	1	-3	23	2	-6	0.1
COc1cccc(-c2cc(C(=O)N3CCN(C(=O)c4ccco4)CC3)[nH]n2)c1	-18	-26	0.0	-2	-5	0	3	-7	4	-13	0.7
CC(=O)c1ccc(NC(=O)c2noc(C)c2[N+](=O)[O-])cc1	-68	-73	0.1	-16	-26	0	-12	-109	-26	11	-0.4
COc1ccc(OCc2nnc(SCC(=O)N3CCOCC3)o2)cc1	9	-1	-0.2	-8	-21	4	4	6	6	-20	-2.9
CCOc1ccc(S(=O)(=O)NCCC(=O)N(CC)CC(=O)Nc2c(F)cccc2F)cc1	0	16	-0.2	6	-9	0	-15	1	-6	-12	-0.6
Cc1c(C(=O)N2CCOCC2)c(S(=O)(=O)Nc2cccc(Br)c2)c(C)n1C	21	6	-0.4	-3	16	-1	3	26	6	-4	-0.4
CC(C)C(=O)O/N=C1\CCS(=O)(=O)c2sccc21	-1	20	0.1	1	-3	4	4	12	42	-20	-0.9
O=C(c1ccccc1F)N1CCN(c2ccccc2)CC1	-1	9	0.2	-2	-13	1	-2	14	3	4	-0.4
CC(C)C[C@@H](CNCC(=O)[C@H](CC(C)C)NC(=O)c1[nH]cnc1C(=O)N[C@H](CN)CC(C)C)NC(=O)c1nc[nH]c1C(=O)N[C@@H](Cc1ccccc1)C(=O)O	11	-32	0.2	12	1	.	-7	-7	3	13	0.7
Cc1ccc(NC(=O)c2ccc(Cl)c(S(=O)(=O)NCc3ccco3)c2)c(O)c1	-38	9	0.0	0	3	.	-48	-19	7	21	-0.7
CCN(CC(=O)Nc1ccccc1C(F)(F)F)C(=O)CN1C(=O)NC2(CCCCC2)C1=O	9	-17	0.2	-5	8	0	2	-13	0	-2	0.0
O=C1C=C(C#Cc2ccc(Oc3ccccc3)cc2)C[C@@H](c2ccc(F)cc2)C1	29	-18	0.2	14	20	.	14	40	.	-6	-3.1
O=C(OCC(=O)c1ccc(Cl)s1)c1ccc(CO)cc1	-61	-42	-0.2	-30	-1	0	-17	-99	1	4	-0.4
CN(CCO)C(=O)CCC(=O)Nc1ccc(S(N)(=O)=O)cc1	5	-3	-0.2	7	-29	6	-2	1	4	-13	1.5
CCn1c(CNC(=O)c2cccc(C)c2)nnc1SCC(=O)NC1CCCC1	16	-16	0.0	-16	-11	3	4	11	9	8	-0.3

Remaining list, next part
Structure	HIF-2a block	NR2E3 ag-1	aDG glyco act	TWEAK Fn14 block	Shn3 3UTR inh	NR2E3 ag-2	CF NFkB inh	Peg3 prom inh	TRPM1 prom inh	KKLEB cytotox	iPSC survival up
CCc1ccc2c(c1)c1nnc(NN)nc1n2C	12	16	-0.1	-15	10	-1	-21	26	4	-4	-0.9
COc1ccccc1NC(=O)C(C)OC(=O)Cc1n[nH]c(=O)c2ccccc12 (centres undefined)	6	15	-0.3	-12	-9	1	14	10	7	-18	1.1
CC(C)CC(=O)NC(=S)Nc1ccc(S(=O)(=O)Nc2nccs2)cc1	17	-31	0.1	-8	-22	-3	13	6	-1	1	-1.8
O=c1cn[nH]c2ccc(Br)cc12	11	-11	-0.3	18	1	.	-5	-3	-12	2	-1.5
O=C(COC(=O)C1CC1)Nc1ccc2c(c1)OCO2	-16	-34	0.1	-13	-24	2	-2	-47	-11	4	0.1
O=C(NNC(=O)c1ccccc1F)c1ccc(-c2ccccc2Cl)o1	-172	-129	-0.3	-12	-11	.	-18	-149	.	8	1.7
CCOC(=O)C1(Cc2cccc(Cl)c2)CCCN(C(=O)c2cccc(C)n2)C1 (centres undefined)	12	-9	-0.1	1	16	1	2	4	7	-8	-0.3
COC(=O)[C@]1(Cc2ccccc2)N[C@H](CN(C)C(=O)Nc2ccc(OC)cc2)[C@@H]2C(=O)N(C)C(=O)[C@@H]21	-22	-29	0.0	-9	-3	.	-31	-1	7	16	-1.6
O=C(Nc1cccnc1Cl)c1cc(-c2ccc(O)cc2)on1	-30	7	-0.2	-39	-60	2	-14	-204	-17	6	-0.6
NC(=NCCc1ccccc1)NS(=O)(=O)c1ccccc1	11	8	0.0	0	-12	4	-24	-1	1	9	1.6
CCC(=O)c1ccc(OCC(O)CN2CCOCC2)cc1 (centres undefined)	6	-46	-0.3	-25	15	1	1	11	-6	-4	4.1
COC(=O)c1ccccc1NC(=O)CSc1nnc(-c2cccnc2)o1	-86	-29	0.0	-12	-29	1	9	-69	-14	-6	0.2
